TcdB GH inh: inhibitors of Clostridioides difficile toxin B glycohydrolase | AID 652162 | 350,000 compounds, 0.24% hits | TcdB glycohydrolase enzymatic assay, plate reader | inhibition, % at 9.99 µM | P18177; in the data active = inhibition above about 10%
BoNT A protease: BoNT A light chain protease inhibition. multiplex microsphere protease substrate cleavage, flow cytometry. 360,000 compounds, 0.17% hits. inhibition, % at 10 µM; note: plate controls were buffer without enzyme for full effect and enzyme alone for no effect
PfHsp40 rescue: restores yeast growth despite PfHsp40 toxicity | S. cerevisiae expressing PfHsp40, growth rescue, ATP luminescence | growth rescue, % at 12.5 µM | 340,000 compounds, 0.68% hits | AID 504582; in the data active = growth rescue above about 28%, passing the limit was not always enough; inconclusive = no clear call, values can overlap the other calls;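 note: yeast W303a lacking pdr1 and pdr3 grown in galactose medium; growth measured after three days at 30 °C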
BH1578 lux ind: induces V. cholerae light production without autoinducers; V. cholerae BH1578 lux reporter, luminescence, 6 h; AID 588436; activation, % at 18.7 µM; 350,000 compounds, 0.16% hits; in the data active = activation mostly above about 9.7%, no sharp cut-off; inconclusive = no clear call, values can overlap the other calls; inactive = mostly below about 3.7%; note: not every result past the cut was called active; inactives centre near 0; reference of the scale not given here
PrPC TRFRET: inhibitors of human cell surface prion protein PrPC | TR-FRET read-out | inhibition, % at 13.8 µM | 370,000 compounds, 0.43% hits; in the data active = inhibition above about 24%; note: 0% = median of the test wells and 100% = reference compound wells
SARS 3CLpro inh: SARS-CoV 3CLpro protease inhibition. inhibition, % at 6 µM. P0C6X7. recombinant SARS-CoV 3CLpro, quenched FRET peptide cleavage. 290,000 compounds, 0.14% hits. AID 1706; in the data active = inhibition above about 12%
Anthrax LF prot: anthrax lethal factor protease inhibition; P15917; multiplex microsphere protease cleavage assay, LF; inhibition, % at 10 µM; 360,000 compounds, 0.12% hits; note: plate controls were buffer without enzyme for full effect and enzyme alone for no effect
Target sequence (P15917 whole entry, looked up): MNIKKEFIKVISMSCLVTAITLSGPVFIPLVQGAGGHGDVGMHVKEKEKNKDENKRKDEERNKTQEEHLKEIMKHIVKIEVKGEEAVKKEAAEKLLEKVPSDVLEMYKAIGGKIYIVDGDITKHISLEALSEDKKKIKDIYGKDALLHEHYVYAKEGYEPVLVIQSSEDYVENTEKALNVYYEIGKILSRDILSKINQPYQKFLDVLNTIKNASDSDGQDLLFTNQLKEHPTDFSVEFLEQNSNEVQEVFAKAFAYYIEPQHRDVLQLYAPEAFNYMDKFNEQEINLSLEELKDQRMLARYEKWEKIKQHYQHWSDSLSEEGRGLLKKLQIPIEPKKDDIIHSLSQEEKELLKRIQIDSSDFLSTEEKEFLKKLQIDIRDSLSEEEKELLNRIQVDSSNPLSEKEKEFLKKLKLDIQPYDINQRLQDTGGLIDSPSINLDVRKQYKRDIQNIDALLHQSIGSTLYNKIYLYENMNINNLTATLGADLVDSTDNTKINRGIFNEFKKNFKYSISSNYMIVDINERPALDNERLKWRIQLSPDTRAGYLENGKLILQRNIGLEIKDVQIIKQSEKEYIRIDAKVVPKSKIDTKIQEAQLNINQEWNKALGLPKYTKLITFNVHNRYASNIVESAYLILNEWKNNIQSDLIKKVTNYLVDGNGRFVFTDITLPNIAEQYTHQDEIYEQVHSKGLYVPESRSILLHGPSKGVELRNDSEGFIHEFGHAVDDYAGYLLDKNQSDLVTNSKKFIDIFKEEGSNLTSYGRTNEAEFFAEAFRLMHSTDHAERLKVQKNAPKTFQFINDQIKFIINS
PriA SSB inh: inhibitors of Klebsiella pneumoniae PriA binding to SSB C-terminal tail; AlphaScreen SSBct-PriA binding, biotinylated peptide; AID 1272365; 430,000 compounds, 0.6% hits; inhibition, % at 33 µM; in the data active = inhibition mostly above about 37%, no sharp cut-off; inactive = mostly below about 20%;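 note: plate controls were negative control peptide for no effect and reference peptide for full effect; strong numbers were not always called active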
Y pestis TopoI: blocks Yersinia pestis topoisomerase I activity; activity, % at 10 µM; Y. pestis Topo-I cleavage product accumulation, plate reader; 360,000 compounds, 0.064% hits; AID 504884; in the data active = activity above about 50%, passing the limit was not always enough; inconclusive = no clear call, values can overlap the other calls; note: inactives centre near 2
Starred values were filed as active, the others as inactive; i = inactive; ? = inconclusive; . = not tested or not shown; & = joins results of further samples. Cut-off read from the data, not from the text of the source, unless noted: active = inhibition above about 30%; inconclusive = no clear call, values can overlap the other calls; inactive = below that. The list is partial, so the mix of outcomes need not match the whole.

SMILES	TcdB GH inh	BoNT A protease	PfHsp40 rescue	BH1578 lux ind	PrPC TRFRET	SARS 3CLpro inh	Anthrax LF prot	PriA SSB inh	Y pestis TopoI
CCN(CC)C1CCN(C(=O)c2cc(COc3ccccc3SC)on2)C1 (stereo not drawn)	-10	-0.9	-0.3	-0.3	1	-2	1	7	5
CC(C)(C)C(=O)Oc1cc(N)n(S(=O)(=O)c2ccc(F)cc2)n1	.	0.4	0.4	-0.3	-3	0	0	-9	7
COc1cc2c3c(c1OC)C1(C=CC(=O)C=C1)CC3N(C(C)=O)CC2 (stereo not drawn)	-0.3	0.7	0.3	-0.2	-7	-4	6	1	0
CCOc1ccc2nc(SCC(=O)NCC3CCCO3)c(C#N)cc2c1 (stereo not drawn)	0.6	-6.2	-0.1	0.6	-5	-1	-3	-6	5
O=C(CNC(=O)OCc1ccccc1)Oc1cc2oc(=O)cc(-c3ccccc3)c2cc1Cl	1.1	-1.1	?	i	.	4	-4	-19	-12
CC(=O)Nc1ccc(S(=O)(=O)Nc2nc3ccccc3nc2Nc2ccccc2)cc1	-0.4	0.7	0.5	0.7	7	2	-2	-16	-2
CCN(C(=O)CN1CCN(c2ccccc2)CC1)c1c(N)n(Cc2ccccc2)c(=O)[nH]c1=O	.	0.2	0.6	.	-2	-4	-1	-11	-2
COc1ccc(NC(=O)/C=C/C(=O)O)cc1Cl	-0.9	0.9	2.9	i	-1	2	-1	1	2
COc1cc(NC(=O)c2csc3c2CCCC3)ncn1	0.5	-0.5	3.4	-0.4	5	-2	-4	-23	3
CC(CCc1ccco1)NC(=O)CCc1nnc2ccc(NCc3ccccc3)nn12 (stereo not drawn)	1.8	-0.2	0.0	i	-2	-4	3	-1	25
CCc1cccc2c(=O)c(C(=O)N3CCCCCC3)c[nH]c12	.	0.3	0.7	-0.6	-4	1	0	-10	-3
Cc1ccc(OCC(O)CN2CCN(Cc3ccc4c(c3)OCO4)CC2)c(C)c1 (stereo not drawn)	2.4&2.6	-0.3&-1.6	1.8&1.8	-2.0	-11&-2	3	-3&1	12	19&26
CC(Cl)C(=O)c1c[nH]c2ccccc12 (stereo not drawn)	1.2	0.1	-1.5	-0.2	-2	1	0	4	8
C=CCN1C(=O)C(Cc2cccc(Cl)c2)SC1=Nc1ccc(C(=O)O)cc1 (stereo not drawn)	1.1	-1.1	-1.4	-0.2	-4	3	4	-1	0
COc1ccc(-c2oc3ncnc(N)c3c2-c2ccccc2)cc1	.	3.4	-1.0	i	-7	7	1	-10	-9
S=C(NCc1cccc(Cl)c1)NCc1ccco1	1.5	0.7	-1.5	-0.1	2	1	2	-2	5
Cc1ccc(NC(=O)C2CCCCC2C(=O)O)cc1C (stereo not drawn)	-1.4	?	-1.2	i	1	1	4	-5	2
CN1CCN(C(=O)C2=C[C@@H](C3CCCCC3)C[C@@H](OCc3ccc(CO)cc3)O2)CC1	-0.1&-0.9	-0.1	-1.0	-0.5	-2	6	0	1	19
Cc1ccc(CN2CCC(Oc3cccc(C(=O)NCc4cccnc4)c3)CC2)o1	1.1	0.2	0.9	-2.4	-6	-6	2	-1	11
O=c1oc2ccccc2n1Cc1ccccc1Cl	0.2	-0.9	-0.8	i	-4	-2	-8	-26	9
CCN1CCN(C(C)C(=O)Nc2c(C)n(C)n(-c3ccccc3)c2=O)CC1 (stereo not drawn)	.	1.0	0.5	-0.2	-3	-3	-2	-8	1
CCOC(=O)NC(=O)CSc1ccc(S(=O)(=O)N2CCCCC2)cn1	0.6	-6.7	-0.7	i	6	.	-3	-14	3
COc1ccc(-c2csc3ncnc(N4CCN(c5ccccc5Cl)CC4)c23)cc1	-0.3	-0.6	0.9	-0.4	3	-1	-3	5	20
NCCc1ccc(OCc2ccccc2)c(OCc2ccccc2)c1	0.4	-0.3	-0.4	-3.2	-2	.	-7	13	-16
COC(=O)c1ccccc1NC(=O)NN1CCN(C)CC1	2.3	-0.4	-0.5	-1.7	3	0	-4	7	4
SMILES	TcdB GH inh	BoNT A protease	PfHsp40 rescue	BH1578 lux ind	PrPC TRFRET	SARS 3CLpro inh	Anthrax LF prot	PriA SSB inh	Y pestis TopoI
CC1=NN(c2ccccc2)C(=O)/C1=C\C=C\c1ccccc1	1.4	.	.	-0.8	10	5	.	0	-1
CCC(C)NC(=O)CN1c2cccc3cccc(c23)S1(=O)=O (stereo not drawn)	1.2	-2.1	-1.5	-1.4	6	1	-6	0	6
Cc1ccc(-c2cc(C(=O)Nc3ccc(S(=O)(=O)Nc4onc(C)c4C)cc3)c3ccccc3n2)cc1	2.3	-1.5	-0.9	i	1	5	-4	21	17
CCCn1c(NC(=O)c2ccco2)nc2ccccc21	.	-1.2	-1.3	i	0	0	-2	-2	8
CCCCNC(=O)C1(C)CCCCN1C(=O)c1cc(C)n(C(C)(C)C)n1 (stereo not drawn)	4.1	-0.4	.	i	-6	.	-1	.	-4
COC(=O)COc1ccc(S(=O)(=O)N2CCN(c3ccccc3F)CC2)cc1C	.	-0.3	-0.2	-2.5	4	2	-2	-18	19
COc1cc2c(cc1OC)C(c1ccc(O)cc1)NCC2 (stereo not drawn)	0.7	-3.9	74*	i	-2	2	-6	0	-8
O=C(NCCCCc1ccccc1)c1cccc(NC(=O)C2CCC2)c1	4.0	0.3	-0.5	-1.0	13	.	-6	-6	3
COC(=O)C1C2c3ccccc3OC1(C)N=c1s/c(=C/c3cnn(C)c3)c(=O)n12 (stereo not drawn)	.	0.1	3.2	i	-1	2	-4	.	24
O=C(NCCCN1CCCC1=O)c1cccc(S(=O)(=O)Nc2ccccc2Cl)c1	-0.8	-0.9	-0.5	0.3	4	.	-4	-9	0
CC1CN(C(=O)c2cc3c(=O)n4ccccc4nc3s2)CC(C)O1 (stereo not drawn)	.	-0.5	-0.4	i	-19	-3	-1	-2	-7
Cc1nn(C)c(C)c1/C=C/C(=O)c1cccs1	.	0.2	-0.3	i	-5	-2	1	-18	-1
Cc1noc(C)c1C(=O)N1CCC1(C)C(=O)NS(=O)(=O)c1ccc(C#N)cc1 (stereo not drawn)	1.0	-0.7	.	-0.9	1	.	-1	.	-2
CCOc1ccc(CN2CCN(Cc3cccn3-c3cccnc3)CC2CCO)cc1 (stereo not drawn)	1.1	-0.8	-0.7	-0.2	-13	3	-3	-1	16
CN1C(=O)C[N+]([O-])=C(c2ccccc2)c2cc(Cl)ccc21	-0.4	-0.3	-0.4	i	6	.	-1	0	-2
COc1ccccc1CNC(=O)CCS(=O)(=O)c1cccs1	.	-1.4	0.8	i	-5	4	13	-8	1
Cc1ccc(CSC2=NCCN2S(=O)(=O)c2ccc(F)cc2)cc1	0.2	-2.2	1.5	-3.4	14	2	-5	-2	33
O=C(O)C1CSC(c2ccc(O)c([N+](=O)[O-])c2)N1 (stereo not drawn)	1.0	-0.5	0.3	i	1	-3	-2	-8	9
COc1ccccc1N1CC=C(c2cccc([N+](=O)[O-])c2)NC1=O	0.5	0.4	0.1	-0.3	-29	-3	-4	8	3
COP(=O)(OC)c1nc(-c2ccc([N+](=O)[O-])cc2)oc1N1CCCCC1	0.1	-0.3	0.6	0.6	-36	-5	-2	-12	4
Cc1ccc(NS(=O)(=O)c2ccc3c(c2)NC(=O)CCS3)c(Br)c1	-1.0	-0.7	-0.3	-0.4	1	-5	-2	-2	5
COc1ccc(/C=N/Nc2ncc(-c3ccccc3)cn2)c(OC)c1	.	-0.7	-1.1	i	-7	2	2	.	6
O=C(Nc1cc(Br)ccc1O)c1cc(-c2ccccc2)on1	1.0	1.2	-1.2	-0.6	6	-4	-8	-10	-12
Cc1ccc(S(=O)(=O)NCCCCCC(=O)NC(C)(C)CO)cc1	.	0.2	51*	i	4	-7	1	-10	-2
COCC(=O)NC1CCN(C(=O)Nc2ccc(Br)cc2)CC1	.	-1.2	3.4	-14	6	3	-6	-8	4

Molecules above that have a cyano group, in the order listed:
SMILES	TcdB GH inh	BoNT A protease	PfHsp40 rescue	BH1578 lux ind	PrPC TRFRET	SARS 3CLpro inh	Anthrax LF prot	PriA SSB inh	Y pestis TopoI
CCOc1ccc2nc(SCC(=O)NCC3CCCO3)c(C#N)cc2c1 (stereo not drawn)	0.6	-6.2	-0.1	0.6	-5	-1	-3	-6	5
Cc1noc(C)c1C(=O)N1CCC1(C)C(=O)NS(=O)(=O)c1ccc(C#N)cc1 (stereo not drawn)	1.0	-0.7	.	-0.9	1	.	-1	.	-2

4 compounds from above, reduced to TcdB GH inh and PfHsp40 rescue.
Molecule	TcdB GH inh	PfHsp40 rescue
COc1ccc(-c2csc3ncnc(N4CCN(c5ccccc5Cl)CC4)c23)cc1	-0.3	0.9
COc1ccccc1N1CC=C(c2cccc([N+](=O)[O-])c2)NC1=O	0.5	0.1
CCOc1ccc(CN2CCN(Cc3cccn3-c3cccnc3)CC2CCO)cc1 (stereo not drawn)	1.1	-0.7
O=c1oc2ccccc2n1Cc1ccccc1Cl	0.2	-0.8

Next part
SMILES	TcdB GH inh	BoNT A protease	PfHsp40 rescue	BH1578 lux ind	PrPC TRFRET	SARS 3CLpro inh	Anthrax LF prot	PriA SSB inh	Y pestis TopoI
CCCc1ccc(C(=O)NNc2cccc(C)c2)cc1	-1.1	0.8	0.2	7.1	13	6	-6	4	-7
NS(=O)(=O)c1ccc(NC(=S)NC2CCCCC2)cc1	0.1	-1.3	0.4	-0.2	-4	-1	-4	-3	-1
Nc1nc(SCc2ccccc2[N+](=O)[O-])c2ncn(Cc3ccccc3)c2n1	1.1	0.0	0.5	i	10	.	-6	-5	12
CCn1cc(S(=O)(=O)N2CCN(Cc3ccc(F)cc3)CC2)cn1	0.8	-1.1	-0.4	i	6	-3	-5	-3	9
COc1ccc(CC(=O)Nc2ccc(S(=O)(=O)N3CCN(C)CC3)cc2)cc1	0.3	-0.5	0.0	i	1	.	-4	-13	1
Cc1ccccc1OCCN1C(=O)c2ccccc2C1=O	1.6	-2.0	1.2	-0.4	-6	1	-7	-23	-7
Cc1ccc2nc(-c3ccccc3)cc(C(=O)N3CCN(S(=O)(=O)c4c(C)noc4C)CC3)c2c1	0.6	-0.4	1.0	-1.4	7	.	-6	6	2
CC(C)CNc1nc(=S)nc(N(C)C)[nH]1	0.7	-1.4	0.9	-0.5	-5	2	-2	-9	2
C#CC(C)(CC)NC(=O)c1cc2cccc(CC=C)c2oc1=O (stereo not drawn)	.	-1.1	0.4	-0.4	6	1	-2	-16	15
COC(OC)c1ccnc(-c2ccc(OC(=O)c3cccs3)cc2)n1	0.9	-0.5	-0.1	-0.5	-7	5	-1	-17	4
O=C(NCC(O)CN1CCOCC1)c1ccc([N+](=O)[O-])cc1 (stereo not drawn)	-0.1	0.3	-0.4	i	-20	1	-1	-24	2
O=C(O)CSC1CC(=O)N(c2ccc(F)cc2)C1=O (stereo not drawn)	0.3	-0.4	.	-0.6	-2	.	0	.	3
CCCCn1c(O)c(C(CC)=NCCCN(C)C)c(=O)[nH]c1=O	.	1.3	-1.2	i	-1	2	0	-16	11
C=CCOc1ccc(CNn2cn[nH]c2=S)cc1	.	0.7	-1.1	1.7	-2	1	-3	-3	-5
COc1ccc(CCNC(=O)c2cc(=O)c3cc(C)ccc3o2)cc1	3.9	-6.8	1.8	-0.1	2	2	2	-8	4
COc1ccc(NC(=O)c2cc(OC)c(OC)c(OC)c2)cc1S(=O)(=O)N1CCCCC1	0.8	-0.5	1.1	-0.2	6	3	-2	3	15
COc1ccc(NC(=O)CSCC(=O)N2CCCc3ccccc32)cc1	2.6	-1.2	0.4	i	10	.	4	-6	17
CCOC(=O)c1c(C)[nH]c(C)c1S(=O)(=O)N(C)CC(=O)NCc1cccc(Br)c1	-4.0	2.4	0.5	-1.7	5	5	3	-10	20
CCN(CC(=O)NCc1cccs1)C(=O)c1cccc(S(=O)(=O)N2CC(C)OC(C)C2)c1 (stereo not drawn)	1.2	0.9	-0.3	1.4	-6	.	-3	-5	-12
CCOC(=O)N1CCN(S(=O)(=O)c2ccc(C(=O)Nc3nnc(C4CC4)o3)cc2)CC1	.	-1.0	-1.0	-0.3	5	-3	0	17	-3
COc1ccccc1Oc1ccnc2cc(Cl)ccc12	2.5	0.6	-0.3	-1.3	3	-1	3	-27	2

Bioassay records: PubChem, several laboratories
